# Vif-A3F inh: blocks the Vif interaction with APOBEC3F. HeLa A3F-eYFP + Vif (tagged APOBEC3F with the HIV-1 protein that degrades it), YFP fluorescence increase. Potency, µM (highest dose often 46.1 µM), without a hit: at the top dose activity, negative = active. 390,000 tested, 0.2% active. AID 602313; further: potency means the concentration at half of the fitted maximal effect; % of control where 0% means no effect; nearly all actives have a fitted effect of over 65% in size
#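 HeLa cells stably expressing Vif plus C-terminally eYFP-tagged A3F were seeded, incubated overnight at 37 deg C, dosed with compound, incubated overnight again at 37 deg C. Yellow fluorescence (Ex 488/Em 500-530) reported blocked Vif-mediated A3F-eYFP degradation.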
# TrxR1 inh: rat TrxR1 inhibition; 390,000 tested, 1% active; Potency, µM (top dose mostly 114 µM), without a hit: top-dose activity change, negative = inhibition, usual class: inhibitors; recombinant rTrxR1, NADPH fluorescence consumption, selenite substrate; AID 588453; further: potency means the concentration at half of the fitted maximal effect; on the % scale 0 is the no-effect control and ±100 the full control effect; nearly all actives have a fitted effect of over 65% in size
# Target sequence (O89049 whole entry, looked up): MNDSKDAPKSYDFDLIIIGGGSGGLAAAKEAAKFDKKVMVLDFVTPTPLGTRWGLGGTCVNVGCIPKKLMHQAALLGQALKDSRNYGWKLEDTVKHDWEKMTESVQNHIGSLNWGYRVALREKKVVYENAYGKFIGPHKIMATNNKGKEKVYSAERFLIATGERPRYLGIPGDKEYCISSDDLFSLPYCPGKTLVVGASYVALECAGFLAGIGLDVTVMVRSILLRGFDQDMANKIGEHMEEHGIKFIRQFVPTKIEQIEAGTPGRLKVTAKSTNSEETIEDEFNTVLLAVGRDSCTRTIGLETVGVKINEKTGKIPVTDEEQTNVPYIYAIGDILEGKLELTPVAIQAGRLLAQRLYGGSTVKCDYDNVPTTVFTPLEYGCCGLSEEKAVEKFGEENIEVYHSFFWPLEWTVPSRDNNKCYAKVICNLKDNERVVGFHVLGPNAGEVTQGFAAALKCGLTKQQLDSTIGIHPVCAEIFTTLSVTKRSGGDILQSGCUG
#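 Rat TrxR1 (90 nM in the dispensed reagent) was pre-reduced with 400 uM NADPH for 5 min at room temperature, then incubated with compound for 15 min. After 400 uM selenite was added, NADPH fluorescence (Ex 340/Em 450 nm) was followed for 8 min.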
# LDHA inh: blocks human lactate dehydrogenase A | purified LDHA, NADH/diaphorase-resazurin fluorescence; hits give low values | activity change, % (values are at about 110 or 230 µM) | 480,000 tested, 0.15% active; in the data active means activity change below about -30%; inconclusive means mostly about -25% to -30%;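 further: plate controls were DMSO wells for no effect and wells without enzyme for full effect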
#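 LDH5 2 nM; NADH 0.06 mM, pyruvate 0.2 mM; 200 mM Tris pH 7.4, EDTA, Tween-20; 5 min RT. Detection: diaphorase 0.133 mg/mL + resazurin 37 µM, fluorescence ex540/em590 at 0 and 20 min; normalized to enzyme-free and DMSO wells.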
# USP1 inh: blocks the human USP1/UAF1 deubiquitinase complex | O94782 | recombinant USP1/UAF1, Ub-Rhodamine cleavage fluorescence | Potency, µM (top dose mostly 57.1 µM), inactives show at the highest dose activity change, negative = inhibition, actives largely listed as inhibitors | 390,000 tested, 0.23% active | AID 743255; further: potency means the concentration at half of the fitted maximal effect; on the % scale 0 is the no-effect control and ±100 the full control effect; nearly all actives have a fitted effect of over 60% in size; inactives centre near -12
#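 USP1/UAF1 complex (1 nM) preincubated 15 min at room temperature with compound, then Ub-Rho substrate (150 nM final) added. Kinetic fluorescence at 480/540 nm over 6 reads at 60 s intervals; 50 mM HEPES pH 7.8, 0.5 mM EDTA, 0.1 mg/ml BSA, 1 mM TCEP, 0.01% Tween-20.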
# Glioma ERSR ind: induces the endoplasmic reticulum stress response in human glioma cells; U87-MG GRP78 promoter luciferase reporter, 16 h; Potency, µM, for the others: at the highest dose activation, usual class: activators; 420,000 tested, 0.02% active; AID 602332; further: potency means the concentration at half of the fitted maximal effect; series mostly up to about 76 µM; % of control where 0% means no effect; nearly all actives have a fitted effect of over 35% in size
#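 ERSR induction read as luciferase luminescence (Bright-Glo, 10 min at room temperature) in stably transfected human U87-MG glioma cells exposed to compounds for 16 h, using GRP78 as sensor.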
# IDH1 R132H inh: human IDH1 R132H inhibition | O75874 | IDH1-R132H enzyme, NADPH consumption, diaphorase/resazurin fluorescence | Potency, µM (series often up to 76.6 µM), for the others: at the top dose activity change, negative = inhibition, most hits filed as inhibitors | 390,000 tested, 0.093% active; further: potency means the concentration at half of the fitted maximal effect; on the % scale 0 is the no-effect control and ±100 the full control effect; nearly all actives have a fitted effect of over 65% in size
#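 IDH1-R132H (0.5 ug/mL dispensed) in pH 7.5 Tris buffer was preincubated 30 min with compound, then given a substrate mix of 0.016 mM NADPH and 2 mM alpha-KG for 80 min at room temperature; remaining NADPH was read by diaphorase/resazurin fluorescence.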
# TrxR1 substrate: is turned over as a substrate by rat TrxR1; 390,000 tested, 0.01% active; purified TrxR1 substrate turnover, NADPH consumption readout; AID 588456; Potency, µM (doses to about 114 µM), for inactives: at the top dose activity change, negative = substrate turnover; further: potency means the concentration at half of the fitted maximal effect; on the % scale 0 is the no-effect control and ±100 the full control effect; nearly all actives have a fitted effect of over 50% in size
#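 Rat TrxR1, dispensed at 90 nM, was prereduced with 400 uM NADPH (final) for 5 min at ~22 deg C, then incubated with compound 15 min before 400 uM selenite. A first-read NADPH fluorescence drop versus no-compound background flagged substrates.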
# Vif-A3G inh: blocks the Vif interaction with human APOBEC3G; Potency, µM (doses to about 46.1 µM), without a hit: at the highest dose activity, negative = active, usual class: inhibitors; 410,000 tested, 0.076% active; HeLa A3G-eYFP + Vif (tagged APOBEC3G with the HIV-1 protein that degrades it), YFP fluorescence, overnight;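 further: potency means the concentration at half of the fitted maximal effect; on the % scale 0 is the no-effect control and ±100 the full control effect; nearly all actives have a fitted effect of over 60% in size; hits raise eYFP signal because A3G escapes Vif-driven loss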
# Target sequence (Q9HC16 whole entry, looked up): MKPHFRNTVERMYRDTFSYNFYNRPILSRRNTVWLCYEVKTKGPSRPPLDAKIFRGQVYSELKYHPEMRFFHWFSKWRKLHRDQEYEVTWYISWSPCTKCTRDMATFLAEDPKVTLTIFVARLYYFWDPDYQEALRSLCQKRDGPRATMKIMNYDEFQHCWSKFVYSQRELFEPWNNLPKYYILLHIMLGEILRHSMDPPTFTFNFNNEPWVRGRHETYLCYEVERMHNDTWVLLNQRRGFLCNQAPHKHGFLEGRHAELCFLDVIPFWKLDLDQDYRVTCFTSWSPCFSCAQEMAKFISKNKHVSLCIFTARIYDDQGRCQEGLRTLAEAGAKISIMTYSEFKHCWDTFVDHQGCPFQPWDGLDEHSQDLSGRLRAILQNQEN
#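 HeLa cells stably expressing Vif and C-terminally eYFP-tagged A3G, seeded overnight at 37 deg C, then exposed to compound by pintool overnight at 37 deg C. Rise in yellow fluorescence (Ex 488/Em 500-530, Acumen) marks blocked Vif-driven A3G degradation.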
# RGS4 inhibitor: blocks human RGS4-accelerated GTP hydrolysis. Transcreener GDP fluorescence polarization, RGS4-accelerated GTP hydrolysis. Potency, µM (top dose mostly 114 µM), inactives show top-dose activity change, negative = inhibition, usual class: inhibitors. 390,000 tested, 0.039% active. AID 504845; further: potency means the concentration at half of the fitted maximal effect; on the % scale 0 is the no-effect control and ±100 the full control effect; nearly all actives have a fitted effect of over 75% in size; some results filed as inactive show a strong effect at the top dose
# Target sequence (P49798 whole entry, looked up): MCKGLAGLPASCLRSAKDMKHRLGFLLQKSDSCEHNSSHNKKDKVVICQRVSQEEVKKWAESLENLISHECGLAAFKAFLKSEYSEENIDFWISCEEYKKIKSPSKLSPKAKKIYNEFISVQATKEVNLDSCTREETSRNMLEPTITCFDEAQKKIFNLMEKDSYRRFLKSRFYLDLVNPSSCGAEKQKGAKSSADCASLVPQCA
#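 MLSMR compounds (23 nl, pin-transferred) preincubated 10 min at room temperature with a 500nM (2x) first reagent, then RGS4 at 900nM (2x) plus Transcreener GDP mix added; fluorescence polarization (620/688 nm) read before and after 90 min at 30 °C.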
# * = called active by the depositor; ? = inconclusive; . = no result given; & = joins results of further samples; [ ] = dose if it differs, or a comment. Unless noted, the call rests on the fitted dose curve; in most records, active means well fitted curve in the direction sought with a large enough effect; inconclusive means small, poorly fitted or top-dose-only effect, or another doubt; inactive means no such curve, though single readings can be large; an effect the other way counts as inactive or inconclusive. An excerpt; the hit share may differ from the screen's.
SMILES,Vif-A3F inh,TrxR1 inh,LDHA inh,USP1 inh,Glioma ERSR ind,IDH1 R132H inh,TrxR1 substrate,Vif-A3G inh,RGS4 inhibitor
COc1ccc(Cc2nnc(NC(=O)CSc3ccccc3)s2)cc1,-5%,5%[11.4 µM],-16,-24%,-1%,8%,14%[57.1 µM],-2%,3%
NC(=O)Cn1ccc(O)c(Cc2ccc(Cl)cc2Cl)c1=O,0%,23%,-7,-1%,-5%,3%,1%,5%,1%
Cc1ccc(C)c(NC(=O)COc2coc(CN3CCc4ccccc43)cc2=O)c1,-8%,-9%,-6,-21%,-1%,1%,0%,2%,-9%
COc1ccc2c(Cl)c(-c3nnc(SCC(=O)c4ccccc4)n3C)sc2c1,2%,7%,-1,-20%,-4%,-4%,5%,3%,?
C[C@H](NC(=O)N1CCn2c1nc1ccccc12)C(=O)NCc1ccc(F)cc1,1%,21%,-1,-19%,3%,16%,3%,-4%,0%
Cn1c(=O)oc2cc(S(=O)(=O)NCCC(=O)Nc3ccc(F)c(Cl)c3)ccc21,5%,-1%,0,-12%,-2%,19%,0%,3%,1%
CCN(CC)S(=O)(=O)c1cccc(NC(=O)CNC2CCCCCC2)c1,-1%,34%,-11,-21%,-3%,6%,6%,4%,17%
CCC1(CC)NC(=O)N(CC(=O)OCC(=O)Nc2ccc(F)c(F)c2F)C1=O,-5%,0%[57.1 µM],-1,-13%,-4%,6%,-7%[57.1 µM],2%,-24%
Cc1ccc(NC(=O)c2cc(-c3cc(Cl)ccc3O)n[nH]2)cc1C,-5%,23%,-4,-17%,-6%,0%,4%,1%,-12%
Cc1ccc(NC(=O)NC(=O)COc2ccccc2C(N)=O)c(C)c1,-1%,-7%,-1,-16%,-4%,10%,-2%,-15%,-2%
COC(c1ccccc1)c1nnc(CCC(=O)NC2CCCCC2)o1 (stereo unspecified),-43%,11%,2,-26%,2%,5%,3%,-12%,-11%
O=C(CSc1nnc2sc3ccccc3n12)c1ccco1,-7%,?,6,36%[activator],2%,-1%,-3%,-1%,-12%
CC(C(=O)NCc1cccc(Cl)c1)N1C(=O)c2ccccc2C1=O (stereo unspecified),-10%,14%,-2,-8%,-6%,-5%,-2%,0%,22%
N=c1c2c3c(sc2ncn1Cc1ccco1)CCCCC3,-3%,2%,-3,-15%,10%,1%,-3%,-1%,2%
Cc1ccc(CN2CCNC(=O)C2CC(=O)NC2CCCCCC2)cc1 (stereo unspecified),-4%,13%,1,-20%,-3%,0%,8%,3%,-22%
O=C(NN1CCOCC1)c1ccccc1F,2%,6%,-4,-5%,-5%,2%,-6%,6%,1%
CCOc1cc(/C=C2\C(=N)N3N=C(C)SC3=NC2=O)ccc1OCCOc1ccccc1,6%,8%,-2,-25%,-3%,-5%,0%,-2%,2%
CCCCCSc1nnc2c(n1)OC(c1ccc(C)s1)N(C(C)=O)c1ccccc1-2 (stereo unspecified),-6%,20%,2,-4%,4%,-26%,-4%,-2%,-3%
COc1ccc(S(=O)(=O)N2CC(C(=O)O)Oc3ccc(Cl)cc32)cc1 (stereo unspecified),-7%,6%,-10,-16%,-5%,8%,1%,-2%,-5%
Cc1nc2sccn2c(=O)c1CCN1CCC(=C(c2ccc(F)cc2)c2ccc(F)cc2)CC1,-1%,-12%[57.1 µM],0,-29%,-1%&-3%&-5%,6%,-6%[57.1 µM],-2%,?
Cc1cn([C@@H](CCCCNC(=O)OC(C)(C)C)C(=O)NCCCCCCCCCCC(=O)N2CCN(C(=O)OC(C)(C)C)CC2)nn1,-2%,1%[57.1 µM],0,-28%,-8%,10%,0%[57.1 µM],-20%,5%
CCCC(C)C(=O)Nc1nnc(CCc2ccccc2)s1 (stereo unspecified),-1%,-1%,0,2%,0%,-20%,-9%,1%,19%
CCOc1ccccc1NC(=O)COC(=O)c1ccc2ccccc2n1,3%,7%,-6&-5,-4%,5%,-1%,-2%,0%,10%
Cc1ncc(CO)c(/C=N/NC(=S)Nc2cccc(Cl)c2)c1O,-1%,11%,7,-14%,-2%,?,27%,-4%,-42%
Brc1cc2c(cc1CN1CCc3ccccc3C1)OCO2,-12%,1%[57.1 µM],-2,-29%,0%,-8%,-1%[57.1 µM],-3%,6%
CN(C)S(=O)(=O)c1ccc(NC(=O)c2c(F)cccc2Cl)cc1,0%,5%,-2,-11%,-5%,2%,-3%,0%,-24%
COc1ccccc1CNC(=O)c1ccccc1NC(=O)c1nsc2ccccc12,7%,30%[57.1 µM],-3,15%,-2%,-13%,13%[57.1 µM],-3%,5%
Cc1ccccc1-n1nc(CO)c(C(=O)NCC(c2ccccc2)c2ccccc2)n1,1%,20%,-3,-9%,-4%,-5%,0%,3%,7%
Cc1nnc2sc(-c3ccncc3)nn12,.,-9%,4,-3%,-3%,1%,-4%,-1%,10%
CCN(CC)S(=O)(=O)c1ccc(OC)c(NC(=O)c2ccc([N+](=O)[O-])cc2)c1,-15%,24%[57.1 µM],-6,?,-1%,0%,7%[57.1 µM],-3%,?
NCCCCCc1cn([C@@H](CCC(=O)O)C(=O)NCCCCCCCCCCC(=O)N2CCNCC2)nn1,3%,-4%[57.1 µM],-11,-17%,-2%,-5%,5%,0%,12%
CCCCCCCCCCCCCCCC[n+]1ccc(C(N)=O)cc1,3%,2%,?,-25%,-11%,-8%,8%,-9%,-29%
Cc1cc(C)n2nc(C(=O)N/N=C/c3cccs3)nc2n1,3%,-4%,2,-17%,-1%,0%,-8%,0%,-7%
Cc1cccc(-n2c(SCC(=O)Nc3ncc(Cl)cc3Cl)nc3ccccc32)c1,7%,-9%,2,-8%,-4%,7%,-11%,-3%,3%
CCc1cc2c(cc3c(=O)n(CC(=O)NCCc4ccc(OC)c(OC)c4)ncn32)s1,-2%,5%,-4,6%,-3%,-18%,0%,3%,-2%
CCCC(=O)Nc1cc(C(=O)N(C)CC(OC)OC)ccc1S(=O)(=O)c1ccc(C)cc1,8%,16%,-2,-9%,0%,5%,0%,1%,-3%
Cc1c(CNC2CCCCCC2)c(C(=O)O)c(C)n1Cc1ccc(F)cc1Cl,1%,24%,-3,4%,-3%,0%,2%,2%,-20%
Cc1cc(C(=O)OCC(=O)c2ccc3c(c2)OCCO3)c(C)o1,-5%,-8%,-6,-20%,1%,0%,8%[57.1 µM],-4%,-7%[11.4 µM]
COc1ccc(-n2c(C)cc(C(=O)COC(=O)c3cc(NC(=O)c4cccs4)c(OC)c(OC)c3)c2C)cc1,-10%,30%,1,-11%,0%,-7%,9%,-1%,-13%
CN1CCOCCOCCOCCN(C)C1=S,7%,39%[57.1 µM],1,-17%,-3%,6%,-6%[57.1 µM],1%,-28%
Cc1ccc(C)c(OCc2cc(C(=O)N3CCN(C4CCCCC4)CC3)no2)c1,-2%,.,-1,-21%,-2%,3%,.,-2%,.
CCC/C=C1/CCCOC(C(=O)NCCOC)(C(F)(F)F)C1 (stereo unspecified),.,1%,.,.,-4%,.,-6%,-1%,18%
Cc1cc(C)nc(SCc2ccc(C(=O)N/N=C3\CC(C)CC(C)(C)C3)cc2)n1 (stereo unspecified),-5%,6%,-9,-9%,-3%,0%,1%,2%,3%
O=C(CSc1nnc(NC(=O)c2ccccc2[N+](=O)[O-])s1)NCc1ccco1,0%,-19%,-1,-25%,4%,0%,-4%,-6%,-38%
COc1cccc(-n2c(SCC(=O)NC3CCS(=O)(=O)C3)nc3ccccc3c2=O)c1 (stereo unspecified),9%,27%,-1,-13%,-4%,3%,-1%,2%,29%
O=C(CSc1ncccn1)NCC1CCCO1 (stereo unspecified),3%,5%,3,-4%,-3%,-5%,1%,-3%,-9%
Cc1ccc(NC(=O)C2=CCN(S(=O)(=O)c3ccc(F)cc3)CC2)cc1,-4%,6%,-6,-17%,-4%,-1%,-6%,-1%,-2%
CC1=C(C)/C(=N\OC(=O)/C=C/c2ccccc2)C=CC1=O,6%,?,27,-21%,-4%,18%,-4%[57.1 µM],-1%,-35%[11.4 µM]
Cc1ccc(-c2cc(-c3n[nH]c(=S)o3)c3ccccc3n2)cc1,6%,?,-10,-4%,4%,-1%,-11%,-2%,-36%
Cc1ccc(C(=O)CSc2cc(C)nc(SCC(=O)c3ccccc3)n2)cc1,9%,-3%,-3,-13%,-3%,9%,2%,-2%,-8%

# Shown with two lines to a compound: entries from further up
# The line under a structure holds: Vif-A3F inh | TrxR1 inh | LDHA inh | USP1 inh | Glioma ERSR ind | IDH1 R132H inh | TrxR1 substrate | Vif-A3G inh | RGS4 inhibitor
- Cc1cc(C(=O)OCC(=O)c2ccc3c(c2)OCCO3)c(C)o1
→ -5% | -8% | -6 | -20% | 1% | 0% | 8%[57.1 µM] | -4% | -7%[11.4 µM]
- CCc1cc2c(cc3c(=O)n(CC(=O)NCCc4ccc(OC)c(OC)c4)ncn32)s1
→ -2% | 5% | -4 | 6% | -3% | -18% | 0% | 3% | -2%
- N=c1c2c3c(sc2ncn1Cc1ccco1)CCCCC3
→ -3% | 2% | -3 | -15% | 10% | 1% | -3% | -1% | 2%

# Assay outcomes (PubChem BioAssay)
